PTHR1 ag – qHTS for PTHR1 Agonists: Primary Screen; AID 743266, 2014; actives 0.075% (n = 410,000); Potency, µM (series often up to 115 µM), for the others: at the top dose activation, hits mostly activators; HEK293 GP2 PTHR1 cells, GloSensor cAMP luminescence, 1 h; further: nearly all actives have a fitted effect of over 55% in size; some results filed as inactive show a strong effect at the top dose; inactives centre near -15; many of its hits are not listed in these tables
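HEK-293-derived GP2 cells expressing PTHR1 and a GloSensor cAMP reporter, 3,000/well, plated overnight, given luciferin plus IBMX (each 0.5 mM as added) for 1 h at 37 °C, then compound for 1 h at 37 °C. Luminescence was read after 15 min at room temperature.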
TDP-43 yeast inh – qHTS of TDP-43 Inhibitors | Potency, µM (top dose mostly 46.1 µM), without a hit: at the highest dose growth rescue (activation), most hits filed as activators | actives 1.8% (n = 410,000) | TDP-43 expressing yeast growth rescue, BacTiter-Glo, 24 h | AID 652104, 2013; further: % of control where 0% means no effect; nearly all actives have a fitted effect of over 50% in size
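Readout is BacTiter-Glo luminescence of cell growth, so inhibitors register as activators. TDP-43-expressing yeast at OD600=0.02 in galactose medium, after raffinose pregrowth to mid-log, were incubated with compound for 24 hr at 30 deg C.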
EPAC2 agonist – qHTS for Agonist of cAMP-regulated guanine nucleotide exchange factor 4 (EPAC2): primary screen | AID 720711, 2013 | Potency, µM (top dose mostly 154 µM), for inactives: at the top dose activation, most hits filed as activators | EPAC2 activation, biochemical qHTS; response scale: 100% = 6.5 mM cAMP response | actives 0.079% (n = 360,000) | Rap guanine nucleotide exchange factor 4 (Homo sapiens), Q8WZA2; further: nearly all actives have a fitted effect of over 50% in size
Target sequence (Q8WZA2 whole entry, looked up): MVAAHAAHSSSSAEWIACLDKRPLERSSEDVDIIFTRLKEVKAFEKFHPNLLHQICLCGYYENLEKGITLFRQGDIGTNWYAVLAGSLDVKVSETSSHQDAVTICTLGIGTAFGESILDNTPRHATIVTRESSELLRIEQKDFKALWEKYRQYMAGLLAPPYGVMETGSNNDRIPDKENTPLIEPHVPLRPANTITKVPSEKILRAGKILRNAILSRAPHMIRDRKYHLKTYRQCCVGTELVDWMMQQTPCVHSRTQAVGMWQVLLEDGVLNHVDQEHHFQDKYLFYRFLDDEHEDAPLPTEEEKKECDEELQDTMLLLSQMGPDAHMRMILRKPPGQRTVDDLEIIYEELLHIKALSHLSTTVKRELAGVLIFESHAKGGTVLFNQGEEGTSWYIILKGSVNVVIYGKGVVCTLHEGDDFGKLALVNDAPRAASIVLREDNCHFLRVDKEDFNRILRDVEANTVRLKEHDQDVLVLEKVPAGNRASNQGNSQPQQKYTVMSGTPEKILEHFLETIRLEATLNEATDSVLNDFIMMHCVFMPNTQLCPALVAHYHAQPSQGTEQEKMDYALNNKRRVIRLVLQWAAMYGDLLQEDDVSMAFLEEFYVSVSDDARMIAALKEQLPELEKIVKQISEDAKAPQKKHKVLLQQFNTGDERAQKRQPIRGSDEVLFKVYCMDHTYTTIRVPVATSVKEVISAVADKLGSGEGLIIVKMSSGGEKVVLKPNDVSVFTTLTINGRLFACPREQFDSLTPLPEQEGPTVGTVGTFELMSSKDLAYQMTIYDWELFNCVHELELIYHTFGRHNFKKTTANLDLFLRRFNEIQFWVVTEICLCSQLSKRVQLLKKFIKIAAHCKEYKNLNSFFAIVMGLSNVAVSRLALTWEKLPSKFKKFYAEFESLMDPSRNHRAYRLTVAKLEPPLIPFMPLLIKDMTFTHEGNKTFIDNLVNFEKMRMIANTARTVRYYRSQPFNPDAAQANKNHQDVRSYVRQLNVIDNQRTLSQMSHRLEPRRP
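Nucleotide exchange monitored as fluorescence drop when BODIPY-GDP leaves Rap1B. Reaction: 100 nM EPAC2, 250 nM RAP1B-BODIPY-GDP, 50 uM GDP, room temperature, kinetic read over 30 min. Activity expressed relative to 6.5 mM cAMP.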
EPAC1 antagonist – qHTS for Antagonist of cAMP-regulated guanine nucleotide exchange factor 3 (EPAC1): primary screen | EPAC1 GEF assay, Rap1b-BODIPY-GDP exchange fluorescence | actives 0.14% (n = 360,000) | Potency, µM (series often up to 115 µM), for the others: at the highest dose activity change, negative = inhibition, hits mostly inhibitors | AID 720709, 2013 | Rap guanine nucleotide exchange factor 3 (Homo sapiens), O95398;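 further: plate controls were vehicle for no effect and positive control for full effect; nearly all actives have a fitted effect of over 50% in size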
EPAC1 ag – qHTS for Agonist of cAMP-regulated guanine nucleotide exchange factor 3 (EPAC1): primary screen; AID 720707, 2013; EPAC1 agonist qHTS, biochemical assay; response scale: 100% = response to 6.5 mM cAMP; Potency, µM (highest dose often 154 µM), inactives show at the highest dose activation, actives largely listed as activators; actives 0.073% (n = 360,000); Rap guanine nucleotide exchange factor 3 (Homo sapiens), O95398; further: nearly all actives have a fitted effect of over 60% in size
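Multi-concentration qHTS readout: loss of Rap1B-bound BODIPY-GDP fluorescence driven by 100 nM EPAC1 with excess GDP (50 uM), monitored kinetically at room temperature; agonist response expressed relative to 6.5 mM cAMP.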
FUS suppressor – qHTS for Suppressors of FUS Proteinopathy: Primary screen using FUS-linked yeast assay; Potency, µM (titrated, usually from 76.6 µM), for inactives: top-dose growth rescue (activation), usual class: activators; AID 1347120, 2019; S. cerevisiae FUS-expressing, growth rescue, OD600, 24 h; actives 0.24% (n = 390,000);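 further: plate controls were DMSO vehicle for no effect and reference control for full effect; nearly all actives have a fitted effect of over 55% in size; some results filed as inactive show a strong effect at the top dose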
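Quantitative HTS measuring growth restoration of FUS-toxic yeast. Galactose-induced cells (OD 0.005) were exposed 24hr at 30C to compounds at several concentrations, then absorbance at 600 nm was recorded.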
EPAC2 antagonist – qHTS for Antagonist of cAMP-regulated guanine nucleotide exchange factor 2 (EPAC2): primary screen | Rap guanine nucleotide exchange factor 4 (Homo sapiens), Q8WZA2 | EPAC2 GEF exchange of Rap1B-BODIPY-GDP, fluorescence | Potency, µM (titrated, usually from 114 µM), for the others: top-dose activity, negative = inhibition, hits mostly inhibitors | actives 0.18% (n = 360,000); further: on the % scale 0 is the no-effect control and ±100 the full control effect; nearly all actives have a fitted effect of over 45% in size; many of its hits are not listed in these tables
aSyn rescue – qHTS of alpha-syn Inhibitors. Yeast expressing alpha-synuclein, growth rescue, BacTiter-Glo, 24 h. Potency, µM (doses to about 46.1 µM), for inactives: top-dose growth rescue (activation), actives largely listed as activators. actives 0.14% (n = 370,000); further: % of control where 0% means no effect; nearly all actives have a fitted effect of over 65% in size
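Screening used galactose-induced yeast with toxic alpha-synuclein levels, exposed to compound for 24 hr at 30 deg C. Cell growth, read with BacTiter-Glo luminescence, gave the measured signal.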
* = called active by the depositor; i = inactive; ? = inconclusive; . = no result given; & = joins results of further samples; [ ] = remark or other dose. The call rests on the fitted dose curve; in most records, active means well fitted curve in the direction sought with a large enough effect; inconclusive means small, poorly fitted or top-dose-only effect, or another doubt; inactive means no such curve, though single readings can be large; an effect the other way counts as inactive or inconclusive. Potency means the concentration at half of the fitted maximal effect. Some of the compounds tested; count on the stated rates, not on these rows.

SMILES	PTHR1 ag	TDP-43 yeast inh	EPAC2 agonist	EPAC1 antagonist	EPAC1 ag	FUS suppressor	EPAC2 antagonist	aSyn rescue
C=C1CCC[C@]2(C)C[C@H]3OC(=O)C(CNC(C)CCCC(C)C)[C@H]3CC12 (stereo partly drawn)	-10%	16%	1%	-25%	-4%	17%	-15%	-25%
O=c1[nH]c(=S)[nH]cc1S(=O)(=O)c1cccc(Cl)c1	0%	-18%	7%	2%	8%	39%	-8%	-2%
Cc1ccc(N(CC(=O)NCCSc2nc3ccccc3s2)S(=O)(=O)c2ccccc2)c(C)c1	-4%	?	2%	18%	2%	29%	2%	6%
CSC1=NCCN1S(=O)(=O)c1ccc(C)cc1	-10%	9%	5%	-19%	-2%	-26%	1%	-6%
Cc1ccc(-c2nnn(CC(=O)N(CCCO)C(C(=O)NC3CCCC3)c3ccc(Cl)cc3)n2)o1 (stereo not drawn)	i	-9%	-4%	12%	3%	2%	0%	-7%
CCc1cc2c(=O)c(-c3ccc4c(c3)OCCO4)c(C)oc2cc1OS(C)(=O)=O	-38%[inhibitor]	6%	2%	12%	23%	?	-11%	-1%
CS(=O)(=O)N(CC(=O)NCc1ccncc1)c1ccc(F)c(Cl)c1	-4%	-4%	5%	13%	8%	-9%	10%	-4%
CCOC(=O)CSc1nnc(NC(=O)c2cc([N+](=O)[O-])cc([N+](=O)[O-])c2)s1	-46%[inhibitor]	0%	4%	-11%	6%	16%	-4%	-5%
CNS(=O)(=O)c1ccc(NC(=O)c2ccoc2C)cc1	-18%	9%	1%	0%	-10%	-15%	5%	0%
O=C(NC(=S)Nc1ccc(S(=O)(=O)N2CCOCC2)cc1)c1ccccc1[N+](=O)[O-]	-2%	5%	14%	-6%	12%	12%	9%	-4%
CC(=O)Nc1nonc1NC(C)=O	i	2%	3%	10%	-2%	0%	4%	-13%
O=C(NC(c1ccccc1)c1ccccc1)C1CCCN(S(=O)(=O)c2cnc[nH]2)C1 (stereo not drawn)	-36%[inhibitor]	4%	-4%	2%	2%	2%	-19%	1%
CSc1ccccc1C(=O)N1CCN(c2ncccn2)CC1	20%	-6%	6%	1%	-8%	-37%	6%	-1%
COc1cc(C(=O)NCCNc2nc3cc(C)ccc3cc2C#N)cc(OC)c1OC	-5%	11%	0%	2%	-2%	-4%	5%	-1%
Cc1nnc(SCC(=O)NCc2ccc(F)cc2)[nH]c1=O	i	12%	0%	11%	-2%	-36%	4%	0%
COc1ccccc1C(=O)COC(=O)C1CCN(S(=O)(=O)c2ccccc2)CC1	-14%	11%	13%	3%	4%	-8%	-10%	?
Cc1c(NC(=O)C(C)N2C(=O)c3ccccc3C2=O)c(=O)n(-c2ccccc2)n1C (stereo not drawn)	i	-10%	6%	10%	3%	14%	2%	1%
Cc1cccc(CN2CCN(Cc3ccc4nonc4c3)CC2CCO)n1 (stereo not drawn)	i	4%	10%	?	0%	5%	-6%	0%
CC1=CCC(C(=O)O)C(C(=O)NC2CCCCC2)C1 (stereo not drawn)	7%	-12%	-1%	-8%	-4%	-3%	0%	0%
CCCN1C(=O)CC(C(=O)OC)=C1C	-3%	5%	7%	-18%	4%	5%	-6%	-6%
COc1ccccc1NS(=O)(=O)c1ccc(N2CCOCC2)c(N)c1	-23%	16%	9%	-2%	0%	37%	-2%	6%
C=CCn1c(COc2ccc(CC)cc2)nnc1SC/C(O)=C(\C#N)c1nc2ccccc2[nH]1	i	-4%	-3%	-11%	8%	?	-1%	1%
Cc1ccc(/C=N\NC(=O)Cn2c(C)nc3ccccc32)o1	i	11%	-4%	-8%	-1%	7%	4%	0%
CC(C)C[C@H]1CNC(=S)N1C[C@H]1CCCN1C[C@H](Cc1ccc(O)cc1)N1C[C@H](Cc2ccc(O)cc2)N(CC2CCCCC2)C1=S	-12%	18%	6%	-11%	-6%	36%	7%	-11%
CCN(CC)C(=O)CSc1nc2ccccc2c(=O)n1CC1CCCCC1	-22%[57.5 µM]	16%	10%	-2%	5%	33%	-6%	13%

The results go on.
SMILES	PTHR1 ag	TDP-43 yeast inh	EPAC2 agonist	EPAC1 antagonist	EPAC1 ag	FUS suppressor	EPAC2 antagonist	aSyn rescue
O=C(NCc1ccccc1Cl)C(=O)c1c[nH]c2ccccc12	-49%[inhibitor]	8%	16%	-5%	9%	-4%	-8%	9%
O=C(CCCNS(=O)(=O)c1cccc2nsnc12)NCc1ccccc1	-17%	1%	4%	0%	7%	3%	3%	0%
Cn1c(=NC(=O)CCS(=O)(=O)c2ccccc2)sc2cc(F)ccc21	-21%	?	4%	2%	1%	-13%	15%	9%
O=S(=O)(c1ccc(Cl)s1)N1CCNCC1	-17%	5%	7%	-29%	4%	2%	1%	0%
CCOc1ccc(NC(=O)COc2ccc(C(=O)NCc3cccc(OC)c3)cc2OC)cc1	-8%	-8%	2%	-3%	-12%	.	-5%	?
COc1ccc(C2/C=C\CN(C(=O)C3CCCC3)[C@H](Cc3ccccc3)C(=O)N2Cc2ccc(F)cc2)cc1 (stereo partly drawn)	-23%	0%	9%	-6%	-12%	?	3%	-1%
COc1ccc(-c2cc(C(=O)N3CCN(c4ccccc4O)CC3)c3ccccc3n2)cc1	-12%	10%	9%	-9%	3%	-11%	-7%	1%
COc1cc2c(cc1OC)CN(C(=O)CSc1nc(C)cc(C)c1C#N)CC2	-18%[57.5 µM]	?	3%	-12%	-5%	12%	10%	7%
Cc1ccc(C(=O)Nc2ncc([N+](=O)[O-])s2)cc1	-29%	-26%	-1%	5%	3%	-14%	0%	-27%
Cc1ccc(S(=O)(=O)N(CC(=O)Nc2cccc(C(F)(F)F)c2)C(=O)N2CCN(C)CC2)cc1	12%	-7%	9%	2%	-3%	28%	20%	1%
CN(C(=O)CCn1c(=S)oc2ccccc21)c1ccc(F)cc1	i	?	9%	-7%	1%	-20%	6%	4%
O=C(Cn1nnc(-c2ccc(Cl)cc2)n1)NC1CCS(=O)(=O)C1 (stereo not drawn)	i	10%	6%	5%	-2%	-17%	-5%	0%[1.84 µM]
CC(=O)Nc1ccc(NC(=O)CSc2nnc(COc3ccccc3C)n2CC2CCCO2)cc1 (stereo not drawn)	i	-8%	1%	1%	-11%	7%	-6%	-2%
COc1cc(/C=N/Nc2nn3cnnc3c3ccccc23)cc(OC)c1OC	i	2%	5%	5%	1%	22%	-3%	5%
CCOC(=O)c1cc2c(=O)n3ccccc3nc2n(CC(C)C)c1=NC(=O)c1c(-c2c(F)cccc2Cl)noc1C	-22%&-40%	2%&17%	5%	-9%	0%	-9%	-1%	12%
Cc1ccc2nc(-c3ccccc3)cc(C(=O)NCC3CCCO3)c2c1 (stereo not drawn)	-13%	-3%	5%	12%	-5%	4%	-1%	-6%
CSc1ccccc1C(=O)N1CCCC(CCC(=O)NCc2ccc(F)c(F)c2)C1 (stereo not drawn)	i	0%	-7%	15%	-12%	.	5%	10%
CCc1ccc(NC(=O)c2sc3nc(C)cc(C)c3c2NC(=O)c2ccccc2)cc1	-12%	23%	.	.	.	-20%	.	0%
N#CCCCCn1ccc(NC(=O)c2ccc(Cl)cc2O)n1	-21%	-16%	6%	-13%	1%	7%	-2%	-4%
S=c1[nH]nc(-c2ccc(Br)cc2)n1Cc1ccccc1	-12%	?	4%	-29%	-16%	8%	-2%	7%
COc1ccc(-c2csc(NC(=O)CN3C(=O)NC4(CCCC4)C3=O)n2)cc1OC	-31%[inhibitor]	14%	-7%	4%	2%	19%	-1%	1%
COc1ccc(N2CCN(C(=O)COC(=O)c3cccc(S(=O)(=O)Nc4ccccc4OC)c3)CC2)cc1	-47%[inhibitor]	25%	11%	9%	7%	24%	2%	11%
O=C1N(Cc2cccc(Cl)c2)C[C@@H]2C[C@@H](c3ccc4nonc4c3)N3CCC[C@@]123	-16%	-1%	5%	-6%	6%	4%	0%	4%
O=C(NCc1ccc(Cl)nc1)c1ccc2sc([C@@H]3O[C@H](CO)[C@H](O)[C@H](O)[C@H]3O)nc2c1	-24%	4%	2%	0%	2%	-12%	-2%	11%
CC(Sc1ccccc1)C(=O)N1CCN(S(=O)(=O)c2ccccc2C(F)(F)F)CC1 (stereo not drawn)	-5%	?	8%	-16%	0%	33%	-4%	3%
Cc1csc(SCC(=O)Nc2nc3ccccc3s2)n1	-17%[57.5 µM]	-15%	13%	0%	0%	0%	-5%	1%
CCC1(C)NC(=O)N(CC(=O)Nc2sc3c(c2C(=O)OC)CCCCC3)C1=O (stereo not drawn)	-48%[inhibitor]	-6%	9%	?	4%	?	-18%	-2%
Cc1cc(C)c(C(=O)COC(=O)C2CCN(c3ccc(C(F)(F)F)cn3)CC2)cc1C	-37%	17%	13%	-21%	-6%	14%	-17%	27%
S=c1[nH]nc(COc2ccc(Cl)cc2)n1Cc1ccco1	-29%	?	12%	-11%	1%	4%	?	5%

As a short view, some entries already given:
SMILES	PTHR1 ag	TDP-43 yeast inh	EPAC2 agonist	EPAC1 antagonist	EPAC1 ag	FUS suppressor	EPAC2 antagonist	aSyn rescue
O=C(NCc1ccccc1Cl)C(=O)c1c[nH]c2ccccc12	-49%[inhibitor]	8%	16%	-5%	9%	-4%	-8%	9%
O=C(CCCNS(=O)(=O)c1cccc2nsnc12)NCc1ccccc1	-17%	1%	4%	0%	7%	3%	3%	0%
Cn1c(=NC(=O)CCS(=O)(=O)c2ccccc2)sc2cc(F)ccc21	-21%	?	4%	2%	1%	-13%	15%	9%
O=S(=O)(c1ccc(Cl)s1)N1CCNCC1	-17%	5%	7%	-29%	4%	2%	1%	0%
CCOc1ccc(NC(=O)COc2ccc(C(=O)NCc3cccc(OC)c3)cc2OC)cc1	-8%	-8%	2%	-3%	-12%	.	-5%	?

Source: PubChem (National Center for Advancing Translational Sciences (NCATS))
